FBW7 activator – FBW7 E3 ligase activators, primary screen, biochemical, AlphaScreen, human | F-box/WD repeat-containing protein 7 (Homo sapiens), Q969H0 | AlphaScreen FBW7–phospho-cyclin E peptide binding, activator screen | normalized activity (activation), % at 26.1 µM | hit rate 0.13% among 650,000 | AID 1259310, 2017; in the data active means normalized activity above about 1.9%;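 further: purified mutant Fbw7 with reduced substrate affinity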
MITF primary – MITF inhibitors, primary screen, biochemical, AlphaScreen, human | inhibition, % at 2.6 µM | Microphthalmia-associated transcription factor (Homo sapiens), O75030 | AlphaScreen MITF homodimerization, bead proximity signal | AID 1259374, 2018 | hit rate 0.91% among 650,000; in the data active means inhibition above about 50%;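 further: 0% = vehicle wells with protein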
Target sequence (O75030 whole entry, looked up): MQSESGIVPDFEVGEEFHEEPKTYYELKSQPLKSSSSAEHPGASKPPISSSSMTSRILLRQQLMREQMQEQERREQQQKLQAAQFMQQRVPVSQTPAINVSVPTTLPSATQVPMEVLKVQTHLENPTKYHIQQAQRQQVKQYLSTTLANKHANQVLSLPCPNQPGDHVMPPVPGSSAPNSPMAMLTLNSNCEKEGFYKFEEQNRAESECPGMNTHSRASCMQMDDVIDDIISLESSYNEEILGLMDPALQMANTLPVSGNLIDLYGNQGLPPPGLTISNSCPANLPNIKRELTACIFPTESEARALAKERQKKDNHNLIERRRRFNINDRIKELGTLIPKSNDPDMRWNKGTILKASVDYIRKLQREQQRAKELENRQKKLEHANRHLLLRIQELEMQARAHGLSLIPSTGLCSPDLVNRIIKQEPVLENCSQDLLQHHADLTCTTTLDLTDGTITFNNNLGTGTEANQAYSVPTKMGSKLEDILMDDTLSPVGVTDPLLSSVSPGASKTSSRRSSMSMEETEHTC
GPR151 ag – activators of human GPR151, primary screen, cell-based, PathHunter beta-arrestin, luminescence; PathHunter beta-arrestin GPR151 cells; activation, % at 11.2 µM; hit rate 1% among 650,000; AID 1508602, 2020; in the data active means activation above about 4.9%;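 further: 0% = median of compound wells and 100% = cells with positive control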
Target sequence (Q8TDV0 whole entry, looked up): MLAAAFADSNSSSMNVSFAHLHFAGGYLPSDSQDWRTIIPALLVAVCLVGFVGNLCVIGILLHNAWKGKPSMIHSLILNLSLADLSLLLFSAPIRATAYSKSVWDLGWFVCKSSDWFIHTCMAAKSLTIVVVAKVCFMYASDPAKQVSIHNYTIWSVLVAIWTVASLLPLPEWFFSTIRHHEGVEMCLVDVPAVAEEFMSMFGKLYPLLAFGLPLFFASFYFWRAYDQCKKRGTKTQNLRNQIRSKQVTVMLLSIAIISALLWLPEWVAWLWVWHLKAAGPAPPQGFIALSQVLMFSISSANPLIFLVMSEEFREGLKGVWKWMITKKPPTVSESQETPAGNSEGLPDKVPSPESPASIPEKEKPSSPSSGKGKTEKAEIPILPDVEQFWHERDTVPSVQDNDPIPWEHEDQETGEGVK
TEAD-YAP inh – TEAD-YAP interaction inhibition, primary screen, TEAD-YAP interaction inhibitor project, luminescence, HEK-TIYL cells. TEAD-Gal4/YAP UAS-luciferase luminescence. hit rate 1.4% among 640,000. inhibition, % at 9.12 µM; in the data active means inhibition above about 32%;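 further: 0% = median of test compound wells and 100% = reference inhibitor wells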
Starred values were filed as active, the others as inactive; . = not tested or not shown.

molecule,FBW7 activator,GPR151 ag,MITF primary,TEAD-YAP inh
Cc1ccc2nc(Nc3ccc4c(c3)n(C)c(=O)n4C)c(-n3nc(C)cc3C)nc2c1,0.3,1.0,-0.9,5.2
CN(C)c1ccc(C(CNC(=O)c2cc3ccccc3oc2=O)N2CCN(c3ccccc3)CC2)cc1 (stereo not drawn),-0.2,-0.6,-16.7,0.6
Cn1c(=O)c(=O)n(C)c2cc(S(=O)(=O)Nc3ccc(OC(F)(F)F)cc3)ccc21,0.0,-0.3,5.3,0.7
c1ccc(Oc2ccc(Nc3ncnc4nc(N5CCOCC5)[nH]c34)cc2)cc1,-0.2,0.2,0.0,0.4
COc1cc(NC(=O)c2cc3nc(-c4ccco4)cc(C(F)(F)F)n3n2)cc([N+](=O)[O-])c1,0.0,-1.6,-0.3,-2.5
Cc1cc(C)c(CN2CCc3nnc(C(C)NC(=O)c4ccco4)n3CC2)cc1C (stereo not drawn),0.5,-1.1,8.2,17.4
CCOC(=O)c1cc(CC)sc1/N=C/C1C(=O)CCCC1=O,-0.1,4.4,19.4,3.3
CSc1ccccc1C(=O)Nc1nc2c(s1)CC(C)CC2 (stereo not drawn),-0.1,-0.5,-0.2,-50.4
CN(Cc1ccc(F)cc1)C(=O)CC1C(=O)NCCN1Cc1ccc2ccccc2c1 (stereo not drawn),-0.1,0.9,2.3,2.7
O=C1N(Cc2cc(=O)n3ccccc3n2)c2ccccc2C12OCCCO2,0.0,0.7,2.2,0.0
O=C1/C(=C\c2ccc(-n3cncn3)cc2)N=C2SCCCN12,-0.2,-0.4,-12.6,-5.8
Cc1ccc(C)c(N(CC(=O)NC2CCCCC2)C(=O)CNC(=O)c2ccco2)c1,-0.1,0.0,-6.0,-6.1

Other compounds follow:
molecule,FBW7 activator,GPR151 ag,MITF primary,TEAD-YAP inh
Cn1c(=O)[nH]c(=O)c2c1nc(N1CCOCC1)n2CC(=O)c1ccccc1,0.1,0.9,1.8,3.9
COCc1ccc(C(=O)N2CCC(C(Cc3ccccc3)N(C)Cc3cccnc3)CC2)o1 (stereo not drawn),0.1,-0.4,-15.2,-6.7
CCCCN(C)c1nc(-c2ccc([N+](=O)[O-])cc2)nc2ccccc12,-0.1,0.8,14.1,14.9
COc1ccc(OC)c(-n2c(=S)sc3c(=O)n(-c4ccccc4C)c(SCC(=O)C(C)(C)C)nc32)c1,0.0,-0.1,-2.3,0.8
O=C(CCCn1nnc2ccccc2c1=O)NCc1cccc(Cl)c1,0.2,1.3,5.3,-7.1
COc1cc(/C=C2/N=C(c3ccccc3Cl)OC2=O)ccc1OC(C)=O,1.2,1.5,14.5,1.4
CCCC/C=C\c1cnc2c(NCc3cc(OC)c(OC)c(OC)c3)nccn12,0.2,-1.2,-1.9,11.7
CC(C)c1ccc(Nc2nccn3c(-c4ccc(CO)cc4)cnc23)cc1,0.1,-0.3,-12.2,3.5
COc1ccc(OC)c(C2CC(c3cccnc3)Nc3ncnn32)c1 (stereo not drawn),0.0,-1.4,-11.3,10.1
O=C(CN1C(=O)CSC1=O)N1CCCC(N2CCN(c3ccccc3)CC2)C1 (stereo not drawn),0.1,2.7,9.0,-0.6
CN1CCN(C(=O)c2ccc(-c3nc(NCCOc4ccccc4)c4ncn(-c5ccccc5)c4n3)cc2)CC1,-0.2,-1.8,3.5,0.8
COc1ccccc1Nc1ncnc2c1nc1n2CCCCC1,0.1,0.1,-3.2,-9.1

Continued:
molecule,FBW7 activator,GPR151 ag,MITF primary,TEAD-YAP inh
Cc1ccc(C(=O)N/N=C/c2cccc3cccnc23)cc1,0.6,-1.0,47.3,8.2
CC1=C(C(=O)OCC2CCCO2)C(c2coc3ccc(C)cc3c2=O)C2=C(CC(c3cccs3)CC2=O)N1 (stereo not drawn),0.3,-0.7,4.3,-3.8
COc1ccc2oc(=Nc3ccc(Cl)cc3Cl)c(-c3nc4ccccc4[nH]3)cc2c1,-0.1,-0.6,-1.1,-27.4
c1ccc(Cn2c(C3COc4ccccc4O3)nc3ccc(-c4ccncc4)cc32)cc1 (stereo not drawn),-0.1,-1.8,-9.1,0.7
CN1CCN(C(=O)/C(=C\c2ccc(O)cc2)NC(=O)c2ccccc2)CC1,0.0,-0.4,-2.8,3.1
COc1ccccc1CNS(=O)(=O)Cc1ccc(Cl)cc1,0.0,0.6,11.1,-3.0
O=C(COc1ccc([N+](=O)[O-])cc1)NCc1ccc(F)cc1,0.0,-1.7,18.3,-1.9
O=C(NCCc1c[nH]c2ccccc12)C1CC12CCN(C(=O)CSc1ccccc1)CC2 (stereo not drawn),0.0,0.3,1.0,12.8
O=C(NC1CCOCC1)c1ccc(OC2CCN(CCc3ccccc3)CC2)cc1,0.0,-0.4,1.8,-13.2
O=C(Nc1ccc(Cl)cc1)c1cc2nc(-c3ccc(Cl)c(Cl)c3)cc(C(F)(F)F)n2n1,-0.1,2.9,1.9,-18.1
O=C(Nc1ccc(Oc2ccccc2)cc1)c1ccc(F)c(S(=O)(=O)NCc2ccc(F)cc2)c1,0.0,-0.9,20.5,41.8*
Cc1cccc(-c2nc(-c3cccnc3)no2)c1,0.0,-3.5,8.7,-41.7

Brought forward from above: 4 entries; new compounds follow.
molecule,FBW7 activator,GPR151 ag,MITF primary,TEAD-YAP inh
O=C(NC1CCOCC1)c1ccc(OC2CCN(CCc3ccccc3)CC2)cc1,0.0,-0.4,1.8,-13.2
O=C(Nc1ccc(Cl)cc1)c1cc2nc(-c3ccc(Cl)c(Cl)c3)cc(C(F)(F)F)n2n1,-0.1,2.9,1.9,-18.1
O=C(Nc1ccc(Oc2ccccc2)cc1)c1ccc(F)c(S(=O)(=O)NCc2ccc(F)cc2)c1,0.0,-0.9,20.5,41.8*
Cc1cccc(-c2nc(-c3cccnc3)no2)c1,0.0,-3.5,8.7,-41.7
COc1ccc(C2CC(=O)C3=C(C2)NC(C)=C(C(=O)OCC(C)C)C3c2ccncc2)cc1 (stereo not drawn),0.0,0.8,5.3,0.8
CC(C)CCn1c(SCC(O)CCl)nc2c1c(=O)[nH]c(=O)n2C (stereo not drawn),-0.1,0.9,-0.4,-4.5
O=C(CN(Cc1ccccc1)S(=O)(=O)c1ccccc1)N1CCCCC1,1.0,-1.0,17.2,1.6
COc1ccc(NC(=O)CSC2CC(=O)N(c3cccc(Cl)c3)C2=O)cc1 (stereo not drawn),0.2,0.6,15.6,6.7
O=C(c1ccn(-c2ccnc(Nc3ccc(N4CCOCC4)cc3)c2)n1)N1CCC(O)CC1,0.1,0.1,-2.1,60.3*
Cc1cc(N2C(=O)CSC2c2cccc(Cl)c2Cl)ccc1Br (stereo not drawn),-0.4,1.2,-5.6,-26.7
CCOC(=O)c1sc(N/N=C/c2ccccc2)nc1C,-0.3,2.0,2.1,-57.0
O=[N+]([O-])c1ccccc1N1CCN(S(=O)(=O)c2cccc(C(F)(F)F)c2)CC1,-0.2,2.3,7.5,-5.8
C=CCN1CCN(C(c2ccccc2OC)c2nnnn2C2CCCC2)CC1 (stereo not drawn),-0.1,0.9,16.2,1.1
O=C1N[C@@H](Cc2ccc(O)cc2)C(=O)N2C[C@@H](NCc3cnn(-c4ccccc4F)c3)C[C@@H]12,-0.1,0.0,9.7,-0.8
CCOC(=O)CC(=O)Nc1c(NC)c2ccccc2oc1=O,-0.1,0.8,3.8,6.6
O=C(Nc1cc(Cl)ncn1)Nc1c(Cl)cccc1Cl,0.0,-0.2,5.7,-15.4

(list continues)
molecule,FBW7 activator,GPR151 ag,MITF primary,TEAD-YAP inh
O=c1c2sccc2nc(SCc2cc(=O)n3cc(Br)ccc3n2)n1C1CC1,0.3,-0.3,3.5,6.6
O=C1OC(c2ccccc2)=N/C1=C\c1cccc(Cl)c1,0.1,-1.0,7.8,-1.1
O=C(CSc1n[nH]c(Cc2ccccc2)n1)NC1CCCCC1,-0.1,0.1,3.8,-3.3
O=c1c([N+](=O)[O-])c(Cl)c2ccccc2n1Cc1ccccc1,0.2,0.0,-8.3,-7.0
Cc1cc(C)c(C(=O)CC(N2CCOCC2)C(F)(F)F)c(=O)[nH]1 (stereo not drawn),0.1,-0.2,9.3,12.7
CCCCC1CCC(C(=O)Nc2c3c(nn2-c2ccc(OC)cc2)CS(=O)(=O)C3)CC1 (stereo not drawn),0.0,4.7,4.4,-2.3
Cc1ccc(N2NC(=O)/C(=C/c3ccc(Cl)cc3)C2=O)cc1,0.1,0.1,-10.6,-19.0
CCNc1nc(NCCc2ccc(O)cc2)c2ncn(-c3ccccc3)c2n1,-0.3,2.4,7.1,7.7
Cc1cc2cc(CN(C(=O)c3cnccn3)C3CCCC3)c3nnnn3c2cc1C,0.0,0.2,-9.2,-5.8
N#CCSc1nc2cc3c(cc2c(=O)n1CCC(=O)N1CCN(c2ccccc2)CC1)OCO3,0.2,1.6,14.7,-6.4
COc1ccc(-n2c(=O)c3c4c(sc3n3cnnc23)CCCC4)cc1,0.1,0.1,18.5,11.3
COc1cccc(/C=C2/C(=O)NN(c3ccc(I)cc3)C2=O)c1O,0.2,1.0,-0.9,1.5

The list continues:
molecule,FBW7 activator,GPR151 ag,MITF primary,TEAD-YAP inh
Cc1ccc(OCc2nnc3sc(NC(=O)c4ccccc4C)nn23)cc1,0.0,1.8,-3.7,-2.5
CCOC(=O)c1nnc(CS(=O)(=O)c2ccccc2)o1,0.1,-0.9,6.9,5.6
COC(=O)c1sccc1NC(=O)c1cc(Cl)ccc1OC,-0.2,-0.9,1.9,4.4
CSCCC(C=O)NC(=O)C(CC(C)C)NC(=O)C(CC(C)C)NC(C)=O (stereo not drawn),0.0,-0.3,-6.3,.
CCCC(=O)C1=C(c2ccc(OC)c(OC)c2)N(C(=O)CCC)n2c(C)nnc2S1,0.0,1.2,12.0,3.5
COCc1cc(C)nc2sc(C(=O)O)c(N)c12,0.2,0.2,-4.3,-5.7
CCOC(=O)C1(Cc2cccc(F)c2)CCN(C(=O)c2cnc(C)cn2)CC1,-0.2,0.0,1.1,-0.4
COc1ccc(S(=O)(=O)NCC(c2ccc(F)cc2)N2CCN(C)CC2)cc1C (stereo not drawn),0.1,-1.6,17.2,-7.6
CSc1cccc(N2C(=O)c3cccc4cc([N+](=O)[O-])cc(c34)C2=O)c1,0.0,-0.9,2.5,-8.3
CC[n+]1c(C)sc2cc(C)c(C)cc21,0.2,3.5,-3.0,8.2
CCCCn1c(CNC(=O)c2ccc(C)c(C)c2)nnc1SCC(=O)Nc1sc2c(c1C(=O)OCC)CCC2,0.0,-0.8,0.2,-3.6
CC(=O)NS(=O)(=O)c1ccc(NC(=O)c2ccco2)cc1,-0.6,0.1,12.3,6.3

Remaining list, next part.
molecule,FBW7 activator,GPR151 ag,MITF primary,TEAD-YAP inh
Cc1ncc([N+](=O)[O-])n1CC(=O)Nc1ccc(F)cc1,0.0,0.2,10.0,1.8
CCOc1ccc(NC(=S)N(C)C)cc1,-0.1,-1.4,7.4,0.9
CCOC(=O)C1(Cc2cccc(F)c2)CCN(C(=O)CCn2cnnn2)CC1,0.3,-1.4,16.9,-9.0
O=C(COc1ccc(F)cc1)Nc1nnc(SCc2ccccc2F)s1,-0.1,0.4,14.3,-1.2
O=C(CSc1nc(NC2CCCCC2)c2ccccc2n1)NCc1ccco1,-0.3,3.1,1.9,8.1
CCOc1ccc(OCCOCCNCCN)cc1,-0.1,1.8,1.4,4.9
COC(=O)C1=C(C)N(C)C(=S)N(C)C1c1ccc(OC)cc1 (stereo not drawn),-0.2,-1.0,-0.3,-6.6
Cc1cc(N2CCN(c3ncccn3)CC2)nc2ccc(NC(=O)c3ccc(C(C)(C)C)cc3)cc12,-0.1,0.6,4.2,-4.6
COC(=O)c1ccc(N2C(=O)CSC2c2ccc(OC(F)F)cc2)cc1 (stereo not drawn),0.7,0.1,2.2,-8.3
CCCCOc1ccc(NC(=O)CSC2=C(C#N)C(c3ccco3)C(C(N)=O)=C(C)N2)cc1 (stereo not drawn),0.1,1.6,2.3,19.2
O=C(Nc1ccc(C(=O)O)cc1)/C(=C\c1ccco1)NC(=O)c1ccccc1Cl,-0.3,0.0,33.2,2.2
O=C(CC1CCCCN1S(=O)(=O)c1cccs1)NCCC1=CCCCC1 (stereo not drawn),0.0,1.4,4.7,-4.7

High-throughput results: PubChem, The Scripps Research Institute Molecular Screening Center
